# All columns: NCI-60 one-dose screen, growth in % after 48 h at 10 µM unless noted; 100 = growth as untreated, 0 = no growth, -100 = all killed.
# UACC-62: UACC-62 melanoma. 5.4% of 81,000 active. AID 1794756
# HS 578T: HS 578T breast cancer; AID 1794788; 4.1% of 78,000 active
# MALME-3M: MALME-3M melanoma. AID 1794766. 5.8% of 78,000 active
# SK-MEL-28: SK-MEL-28 melanoma; 4.1% of 81,000 active; AID 1794761
# SK-MEL-5: SK-MEL-5 melanoma | 6.4% of 80,000 active | AID 1794755
# SK-MEL-2: SK-MEL-2 melanoma | 4.7% of 77,000 active | AID 1794763
# UACC-257: UACC-257 melanoma; 4.4% of 78,000 active
# LOX IMVI: LOX IMVI melanoma. 7.4% of 79,000 active
# Starred values were filed as active, the others as inactive; / = not tested or not shown; [ ] = remark or other dose. Rule for the calls: active = growth percent below 10; inactive = the rest.
SMILES,UACC-62,HS 578T,MALME-3M,SK-MEL-28,SK-MEL-5,SK-MEL-2,UACC-257,LOX IMVI
Cc1ccc2ncn(C(=O)/C=C/c3ccccc3)c2c1,85,92,95,93,92,95,80,57
Cc1cc2c([nH]1)CSc1cc(S(=O)(=O)c3ccccc3)c(=O)[nH]c1-2,19[100 µM],47[100 µM],25[100 µM],18[100 µM],-37*[100 µM],30[100 µM],62[100 µM],12[100 µM]
Cc1ccc(C(=O)N/C(=C2/OCCN2C)[P+](c2ccccc2)(c2ccccc2)c2ccccc2)cc1,48,80,64,72,72,81,50,45
CC(c1ccc(N)cc1)(c1c[nH]c2ccccc12)c1c[nH]c2ccccc12,78,102,96,101,91,93,92,83
COc1ccc([N+](=O)[O-])cc1NC(=O)CC(=O)c1ccccc1,105,105,118,107,112,127,122,107
CCCCOC(=O)C12CCCCC1O2 (configuration not stated),97,104,/,117,108,110,107,99
COc1ccc(-c2cc(NC(=O)Nc3ccc(O)cc3)no2)cc1,45,89,78,101,82,102,85,7.8*
N#Cc1c(Oc2ccc(Cl)cc2)nc2sc3cc(Cl)ccc3n2c1=N,79,56,111,119,92,89,115,93
O=C1NC(=O)C(Cc2ccc(OCc3ccc(-c4ccc(F)cc4)cc3)cc2)S1 (configuration not stated),64,84,85,94,54,88,100,80
CNc1nc(C)c(-c2nc(Nc3cccc(S(N)(=O)=O)c3)ncc2F)s1,-49*,3.6*,-31*,-38*,-23*,-51*,-16*,0.4*
COC(=O)c1nc(Br)cnc1N,106,114,97,110,103,78,95,99
COc1cc(/C=C2\C(=O)N(C[C@@H](O)CN[C@H](C(=O)O)C(C)C)c3ccccc32)cc(OC)c1OC,76,111,96,112,89,101,80,99
CCCCCCCCCCCCCCCC(=O)Nc1ccn(CC#CCO)c(=O)n1,96,99,99,99,95,94,115,75
COc1ccc2[nH]cc(/C=N/Nc3cccc(Cl)n3)c2c1,62,50,76,96,64,92,84,29
Nc1ncnc2c1C(c1ccccc1)c1ccc3ccccc3c1O2 (configuration not stated),69,94,110,103,78,91,80,72
COc1ccc(CCNc2nc(SC)nc(-c3cccc([N+](=O)[O-])c3)c2C#N)cc1OC,81,68,78,92,88,99,90,89
Clc1ccc(I)c2ccccc12,111,99,98,114,109,/,101,59
COc1ccc(/C=c2\sc3n(c2=O)C(c2cc(OC)c(OC)c(OC)c2)C=C(c2ccc(OC)c(OC)c2)N=3)cc1 (configuration not stated),90,88,133,109,92,97,99,97
CCCC(CCC)C(=O)OCc1cn(-c2cc3ccccc3oc2=O)nn1,88,95,127,104,96,104,101,93
NCc1nnc(CCC(=O)c2nc3ncccc3[nH]2)o1,90,95,96,108,103,109,97,98
O=C(O)c1ccc(N2CCCCC2)cc1O,99,100,106,111,101,87,89,96
c1cnc2ccc3ncccc3c2c1,99,109,146,86,106,/,84,98
CCOC(=O)CSC1=C(C)C(=O)c2ccccc2C1=O,93,104,116,110,102,108,111,90
CC1=C/C(=N\NC(=O)c2ccncc2)CC(C)(C)C1,103,114,94,109,108,124,108,99
COC(=O)C1=NNC(=S)N(c2cc(C)[nH]n2)C(=O)C1,103,105,93,114,101,100,100,96
COc1cc(C(=O)NNC(=O)c2ccccc2C(=O)O)cc(OC)c1OC,40,68,62,76,38,49,70,17
COc1ccc(/C=C2\C(=O)N(c3nc(-c4c(O)cc(C)oc4=O)cs3)N=C2C)cc1,107,104,103,100,99,104,101,93
CCN1CCN(CC(=O)Nc2nc3ccc(NCc4ccc(C)cc4)cc3s2)CC1,-57*,85,-42*,53,41,76,34,-42*
O=S(=O)(NCCCNc1nccc(-n2cnc3ccccc32)n1)c1ccc(Cl)cc1,81,105,103,108,76,108,107,107
CCCCOC(=O)C1OC(Oc2ccc3c(C)cc(=O)oc3c2)[C@@H](O)C(O)C1O (some centres not stated),94,104,93,107,100,103,93,97
Cc1cc(N2CCOCC2)nc(N(CCNc2ccnc3cc(Cl)ccc23)Cc2cccs2)n1,-25*,5.4*,-18*,12,-4.8*,-39*,/,-72*
CCOC(=O)c1cc(C(=O)c2ccc(F)cc2F)n2ccccc12,86,93,120,115,93,91,93,90
Cc1ccc2c(c1)C(=O)/C(=C\Nc1ccc(C(N)=O)cc1)C(O)O2 (configuration not stated),106,97,87,100,104,77,118,85
COC1=CC(=O)C(C)=CC1=O,/,111,83,117,99,115,115,91
Cc1ccc(S(=O)(=O)Oc2ccc3ccccc3c2)cc1,82,105,99,101,96,/,102,91
COc1cccc(/C=N/NC(=O)CSc2nc3ccccc3c(=O)n2Cc2ccc(S(N)(=O)=O)cc2)c1,67,97,85,112,68,81,98,79
O=C(NN1C(=O)/C(=C/c2cccs2)SC1=S)c1ccc(O)cc1,92,105,96,101,103,108,93,/
CCCCC1COc2cccc3c2N1C=C/C3=C\C(=O)N(C)c1cccc(Cl)c1 (configuration not stated),86,100,107,104,102,121,103,99
CCCCC(C#N)C(N)=O (configuration not stated),102,101,107,107,107,101,/,98
COc1cccc(/C=c2\sc3ncnn3c2=O)c1OC(C)=O,66,94,91,102,100,93,84,90
NS(=O)(=O)c1ccc(NC(=O)C(O)C(O)C(O)C(O)CO)cc1 (configuration not stated),112,113,109,92,99,112,110,100
N#Cc1ccc(Cn2c(-c3nonc3N)nc3ccccc32)cc1,78,80,97,94,92,/,93,80
Cc1cc(C)c(-c2cc(O)c(-c3c(C)cc(C)cc3C)cc2O)c(C)c1,34,12,55,43,25,66,74,42
O=C(O)CC(c1ccccc1)c1ccccc1,108,112,106,111,102,120,107,99
COc1ccc(N(C)c2nc(N)nc3sc4c(c23)CCCC4)cc1,43,27,50,55,-25*,17,39,23
CN1C(=O)N(C)C2Nn3c(s/c(=C\c4ccccc4F)c3=O)=NC21 (configuration not stated),45,75,92,72,57,71,78,80
Cc1cccc(C[C@H](NC(=O)Nc2ccc(Cl)cc2F)C(=O)N[C@@H]2C(=O)N3C[C@H](OC(=O)CCN(C)C)C[C@H]3C(=O)N3CCCC[C@H]3C(=O)N[C@@H](C)C(=O)N3C[C@H](C)C[C@H]3C(=O)O[C@H]2C)c1,13,26,27,26,6.7*,24,16,24
CN1C(=O)C2(C(C#N)=C(c3ccccc3)Nc3c2c(-c2ccccc2)nn3-c2ccccc2)c2ccccc21 (configuration not stated),68,55,82,98,79,97,88,59
O=C1C(c2ccccc2)C2C=CC(C2)N1O (configuration not stated),101,105,109,118,106,103,105,100
O=C(OCc1ccc2cccc(O)c2n1)N1CCN(C(=O)c2cc3ccccc3[nH]2)CC1,85,85,87,97,98,104,91,95

# Further structures
SMILES,UACC-62,HS 578T,MALME-3M,SK-MEL-28,SK-MEL-5,SK-MEL-2,UACC-257,LOX IMVI
CCOC(=O)C(C)(C)C(=O)O,99,119,187,109,103,111,94,95
O=[N+]([O-])c1ccc(OCCO)cc1,97,99,107,114,109,105,104,98
CCn1c(Cc2ccccc2Nc2c(Cl)cccc2Cl)nnc1SCC(=O)Nc1ccc(Cl)cc1,35,87,103,74,68,50,78,50
CCCCC(CC)COC(=O)c1ccc(C(C)C)cc1 (configuration not stated),100,/,94,115,110,108,90,89
COc1cc(/C=C2\N=C(c3ccccc3)N(c3ccc(S(N)(=O)=O)cc3)C2=O)cc(OC)c1OC,85,36,81,91,92,101,71,98
CCCCCCCCCCCC(=O)N(CC)CC,92,93,103,105,95,108,96,98
O=C(CSc1nc2ccccc2c(=O)n1-c1ccc(Cl)cc1)N/N=C/c1ccc(N2CCCCC2)cc1,73,38,64,85,98,100,97,44
COc1ccc(Cl)cc1NC(=O)NNC(=O)C(=O)Nc1ccc(F)cc1,99,107,110,111,97,94,113,78
COC(=O)C(CC(=O)c1ccccc1)C(c1ccccc1)[N+](=O)[O-] (configuration not stated),99,101,101,113,98,92,89,98
COC(=O)c1cncc(C(=O)Nc2ccc(-n3cnc4ccccc43)cc2)c1,93,107,124,103,94,105,104,96

# Some of these compounds in order of heavy-atom count, rising.
SMILES,UACC-62,HS 578T,MALME-3M,SK-MEL-28,SK-MEL-5,SK-MEL-2,UACC-257,LOX IMVI
CCOC(=O)C(C)(C)C(=O)O,99,119,187,109,103,111,94,95
O=[N+]([O-])c1ccc(OCCO)cc1,97,99,107,114,109,105,104,98
O=C1C(c2ccccc2)C2C=CC(C2)N1O (configuration not stated),101,105,109,118,106,103,105,100
O=C(O)CC(c1ccccc1)c1ccccc1,108,112,106,111,102,120,107,99
CCCCCCCCCCCC(=O)N(CC)CC,92,93,103,105,95,108,96,98
CCCCC(CC)COC(=O)c1ccc(C(C)C)cc1 (configuration not stated),100,/,94,115,110,108,90,89
COc1ccc(N(C)c2nc(N)nc3sc4c(c23)CCCC4)cc1,43,27,50,55,-25*,17,39,23
Cc1cc(C)c(-c2cc(O)c(-c3c(C)cc(C)cc3C)cc2O)c(C)c1,34,12,55,43,25,66,74,42
COC(=O)c1cncc(C(=O)Nc2ccc(-n3cnc4ccccc43)cc2)c1,93,107,124,103,94,105,104,96
O=C(OCc1ccc2cccc(O)c2n1)N1CCN(C(=O)c2cc3ccccc3[nH]2)CC1,85,85,87,97,98,104,91,95
COc1cc(/C=C2\N=C(c3ccccc3)N(c3ccc(S(N)(=O)=O)cc3)C2=O)cc(OC)c1OC,85,36,81,91,92,101,71,98
O=C(CSc1nc2ccccc2c(=O)n1-c1ccc(Cl)cc1)N/N=C/c1ccc(N2CCCCC2)cc1,73,38,64,85,98,100,97,44
CN1C(=O)C2(C(C#N)=C(c3ccccc3)Nc3c2c(-c2ccccc2)nn3-c2ccccc2)c2ccccc21 (configuration not stated),68,55,82,98,79,97,88,59
Cc1cccc(C[C@H](NC(=O)Nc2ccc(Cl)cc2F)C(=O)N[C@@H]2C(=O)N3C[C@H](OC(=O)CCN(C)C)C[C@H]3C(=O)N3CCCC[C@H]3C(=O)N[C@@H](C)C(=O)N3C[C@H](C)C[C@H]3C(=O)O[C@H]2C)c1,13,26,27,26,6.7*,24,16,24

# Structures above containing a thiophene ring, fused or not:
SMILES,UACC-62,HS 578T,MALME-3M,SK-MEL-28,SK-MEL-5,SK-MEL-2,UACC-257,LOX IMVI
Cc1cc(N2CCOCC2)nc(N(CCNc2ccnc3cc(Cl)ccc23)Cc2cccs2)n1,-25*,5.4*,-18*,12,-4.8*,-39*,/,-72*
O=C(NN1C(=O)/C(=C/c2cccs2)SC1=S)c1ccc(O)cc1,92,105,96,101,103,108,93,/
COc1ccc(N(C)c2nc(N)nc3sc4c(c23)CCCC4)cc1,43,27,50,55,-25*,17,39,23

# New compounds follow
SMILES,UACC-62,HS 578T,MALME-3M,SK-MEL-28,SK-MEL-5,SK-MEL-2,UACC-257,LOX IMVI
Cc1ccc(C)c2c1sc1nn(CN3CCCC3)c(=O)c(=O)n12,77,97,94,102,89,101,96,88
O=C1/C(=C/c2ccc(F)cc2)Cc2ccccc21,95,109,107,105,100,/,/,103
O=c1cc(N/N=C/c2ccccc2)c2cc(Cl)ccc2[nH]1,95,83,101,103,69,78,106,107
CC(=O)OC1CCC2(C)C(CCC3C2CC(OC(C)=O)C2(C)C(/C(C)=C/C=C(c4ccccc4)c4ccccc4)CCC32)C1 (configuration not stated),84,/,97,96,100,102,46,100
O=C(N/N=C/c1ccc(Cl)cc1)c1ccc(OCc2nc3ccc(Cl)cc3[nH]2)cc1,48,25,37,41,52,48,25,-81*
O=C1CC(n2c(O)c(C=Nc3cccnc3)sc2=S)C(=O)N1c1cccnc1 (configuration not stated),104,109,114,110,96,108,98,99
CCCCCCCC(N)=O,97,106,104,109,107,/,101,101
Cc1cccc2sc(NC(=O)CN3CCN(CCN4C(=O)c5cccc6cccc(c56)C4=O)CC3)nc12,96,97,104,103,85,99,99,92
CCCC/C(=C\c1ccccc1)C(=O)O,102,116,104,113,/,107,102,93
Cc1ccc2nc(COc3ccc(NC(=S)Nc4ccccc4)cc3)[nH]c2c1,95,106,104,111,100,114,99,/
Nc1nc2[nH]cc(CCc3ccc(C(=O)N[C@@H](CCc4nn[nH]n4)C(=O)O)cc3)c2c(=O)[nH]1,101,105,100,119,/,99,100,96
CC(=O)OCC(OC(C)=O)C1OC(c2ccccc2)OC(C(COC(C)=O)OC(C)=O)C1OC(C)=O (configuration not stated),107,111,/,105,100,102,96,98
Nc1nnc(CS(=O)(=O)c2ccccc2)s1,91,86,94,112,131,113,97,85

# Assay outcomes: PubChem BioAssay, NCI
